High-throughput results deposited in PubChem BioAssay by National Center for Advancing Translational Sciences (NCATS).
RXFP1 ag = RXFP1 (human) receptor agonism; Q9HBX9; HEK293T-RXFP1 cAMP TR-FRET, 30 min; response scale: percent of porcine relaxin response, buffer zero; Potency, µM (doses to about 57.5 µM), without a hit: top-dose activation, most hits filed as activators; actives 0.3% (n = 370,000); also: potency is read from the fitted curve at half-maximal effect; % is scaled to controls: 0 for no effect and ±100 for the full control effect; nearly all actives have a fitted effect of over 60% in size; many of its hits are not listed in these tables
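cAMP rise read by TR-FRET after 30 min, 37C compound exposure (up to 58 uM) in RXFP1-transfected HEK293 cells with Ro 20174 present. EC50 from Hill-equation fits, with 29 nM porcine relaxin as 100% and buffer as basal.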
D1 ag = human D1 receptor agonism | P21728 | HEK293 T-REx D1 cells, calcium flux, agonist mode | activation, % at 2 µM | actives 1% (n = 360,000); in the data active = activation above about 30%; also: 0% is about no effect
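Agonism was scored from calcium flux recorded over 180 s (1 read/s) after pintool compound addition, following a 10-cycle baseline. Cells were inducible force-coupled HEK293 TREx D1, plated overnight at 30 C and loaded with no-wash calcium dye.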
D1 potentiator = potentiators of human D1 dopamine receptor | AID 504651 | HEK293 TREx D1 cells, calcium flux, dopamine EC20 potentiation | P21728 | actives 0.036% (n = 360,000) | potentiation, % at 10 µM; in the data active = potentiation above about 30%; also: 0% is about no effect
LDHA inh = LDHA (human) enzyme inhibition | P00338 | purified LDHA, NADH/diaphorase-resazurin fluorescence; active compounds read low | activity change, % (values are at about 110 or 230 µM) | actives 0.15% (n = 480,000); in the data active = activity change below about -30%; inconclusive = mostly about -25% to -30%;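 also: plate controls were DMSO wells for no effect and wells without enzyme for full effect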
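Human LDH5 at 2 nM final in Tris HCl pH 7.4 with 0.06 mM NADH and 0.2 mM pyruvate, reacted 5 minutes at room temperature. Remaining NADH coupled via diaphorase/resazurin; resorufin fluorescence read at 0 and 20 minutes, normalized to enzyme-free and DMSO wells.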
Vif-APOBEC3G blk = Vif-A3G binding inhibition; HeLa A3G-eYFP + Vif (tagged APOBEC3G with the HIV-1 protein that degrades it), YFP fluorescence, overnight; Q9HC16; actives 0.076% (n = 410,000); Potency, µM (highest dose often 46.1 µM), for the others: top-dose activity, negative = active, hits mostly inhibitors;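 also: potency is read from the fitted curve at half-maximal effect; % is scaled to controls: 0 for no effect and ±100 for the full control effect; nearly all actives have a fitted effect of over 60% in size; hits raise eYFP signal because A3G escapes Vif-driven loss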
Target sequence (Q9HC16 whole entry, looked up): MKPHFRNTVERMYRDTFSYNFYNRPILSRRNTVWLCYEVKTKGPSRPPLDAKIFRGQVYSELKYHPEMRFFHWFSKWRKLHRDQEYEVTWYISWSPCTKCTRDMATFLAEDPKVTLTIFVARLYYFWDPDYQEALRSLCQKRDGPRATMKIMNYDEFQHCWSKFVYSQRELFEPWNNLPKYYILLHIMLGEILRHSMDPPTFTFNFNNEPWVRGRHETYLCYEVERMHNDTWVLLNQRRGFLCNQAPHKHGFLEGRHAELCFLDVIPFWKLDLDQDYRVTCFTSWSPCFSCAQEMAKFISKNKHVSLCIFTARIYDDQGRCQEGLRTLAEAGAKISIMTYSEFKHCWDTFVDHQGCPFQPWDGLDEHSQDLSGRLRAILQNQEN
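HeLa cells stably expressing Vif and C-terminally eYFP-tagged A3G, seeded overnight at 37 deg C, then exposed to compound by pintool overnight at 37 deg C. Rise in yellow fluorescence (Ex 488/Em 500-530, Acumen) marks blocked Vif-driven A3G degradation.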
GRP78 ERSR act = inducers of ER stress response in human glioma cells. U87-MG GRP78 promoter luciferase reporter, 16 h. Potency, µM, without a hit: at the top dose activation, hits mostly activators. actives 0.02% (n = 420,000). AID 602332; also: potency is read from the fitted curve at half-maximal effect; series mostly up to about 76 µM; % of control where 0% means no effect; nearly all actives have a fitted effect of over 35% in size
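ERSR induction read as luciferase luminescence (Bright-Glo, 10 min at room temperature) in stably transfected human U87-MG glioma cells exposed to compounds for 16 h, using GRP78 as sensor.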
D2 potentiator = positive allosteric modulators of human D2 dopamine receptor; AID 485347; HEK293 T-REx D2, calcium flux, EC20 dopamine potentiation; potentiation, % at 10 µM; actives 0.34% (n = 340,000);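 active = potentiation over 3 SD above the plate norm, cut at about 30% in these data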; also: 0% is about no effect
Target sequence (P14416 whole entry, looked up): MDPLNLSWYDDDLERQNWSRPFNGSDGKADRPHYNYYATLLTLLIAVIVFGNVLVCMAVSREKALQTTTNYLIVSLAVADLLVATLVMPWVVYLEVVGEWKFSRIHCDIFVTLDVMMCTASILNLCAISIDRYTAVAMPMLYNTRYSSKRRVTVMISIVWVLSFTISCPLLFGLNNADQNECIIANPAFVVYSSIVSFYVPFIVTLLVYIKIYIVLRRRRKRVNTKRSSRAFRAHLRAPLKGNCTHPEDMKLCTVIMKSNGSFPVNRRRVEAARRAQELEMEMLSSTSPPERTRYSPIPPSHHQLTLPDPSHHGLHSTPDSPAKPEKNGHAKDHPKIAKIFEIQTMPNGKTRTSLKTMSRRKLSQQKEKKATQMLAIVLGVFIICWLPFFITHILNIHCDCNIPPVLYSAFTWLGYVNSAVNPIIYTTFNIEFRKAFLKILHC
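Cells plated with tetracycline inducer and held overnight at 30 C; calcium dye loaded 30–90 min at room temperature; baseline taken, compound added and read 180 s; EC20 dopamine then added and read 180 s.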
D1 antag = antagonists of human D1 dopamine receptor; actives 3.2% (n = 360,000); activity change, negative = inhibition, % at 10 µM; HEK293 TREx D1 cells, calcium flux, dopamine EC80; active compounds read low; in the data active = activity change below about -30%; also: % is scaled to controls: 0 for no effect and ±100 for the full control effect
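After overnight tetracycline induction at 30 C, force-coupled D1 HEK293 cells took up a no-wash calcium dye at room temperature. Compounds were added and monitored 180 s, and the response to EC80 dopamine was then recorded.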
Vif-A3F inh = Vif-A3F binding inhibition. AID 602313. actives 0.2% (n = 390,000). HeLa A3F-eYFP + Vif (tagged APOBEC3F with the HIV-1 protein that degrades it), YFP fluorescence increase. Potency, µM (top dose mostly 46.1 µM), inactives show at the top dose activity, negative = active; also: potency is read from the fitted curve at half-maximal effect; % of control where 0% means no effect; nearly all actives have a fitted effect of over 65% in size
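Fluorescence increase (Ex 488/Em 500-530) after overnight compound treatment at 37 deg C flags inhibition of Vif-driven A3F-eYFP loss in stable HeLa A3F-eYFP/Vif cells seeded overnight beforehand.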
Numbers without * were called inactive; ? = inconclusive; nt = no result given. Unless noted, calls follow the shape of the dose curve; as a rule, active = well fitted curve in the direction sought with a large enough effect; inconclusive = small, poorly fitted or top-dose-only effect, or another doubt; inactive = no such curve, though single readings can be large; an effect the other way counts as inactive or inconclusive. The list is partial. The share of hits here may be higher or lower than overall.

SMILES	RXFP1 ag	D1 ag	D1 potentiator	LDHA inh	Vif-APOBEC3G blk	GRP78 ERSR act	D2 potentiator	D1 antag	Vif-A3F inh
Cc1ccc(C(=O)NCCCc2ccccc2)c(C)c1	0.5%	1.3	2.2	-12.3	-2.0%	1.7%	-0.6	-4.9	-1.6%
Cc1c(CCC(=O)NCCCC(=O)O)c(=O)oc2cc3oc4c(c3cc12)CCCC4	0.1%	1.8	-2.6	2.5	0.0%	-13.0%	0.0	5.0	-9.3%
COc1cccc(Cn2c(=S)[nH]c3ccc(N4CCOCC4)cc3c2=O)c1	10.3%	-0.5	-4.7	2.4	-8.1%	-2.8%	1.1	-8.6	-12.0%
Cc1ccc(Cn2ccc(NC(=O)c3cc(-c4cccs4)on3)n2)cc1	1.6%	10.6	23.2	-11.8	-0.6%	-4.1%	2.9	-12.9	-6.3%
Cc1ccc(-c2nnn(CC(=O)NCC3CC3)n2)o1	-1.4%	4.1	0.9	-8.0	-1.1%	-0.2%	-3.0	14.2	-7.0%
COC(=O)c1c(NC(=O)C2c3ccccc3Oc3ccccc32)sc(C)c1C	2.7%	4.2	-3.1	-4.3	-3.2%	-0.9%	-5.4	-21.1	9.6%
Cc1cc(=O)nc2c3ccccc3n(CC(=O)NCCCN3CCOCC3)n12	11.1%	3.0	4.9	-1.5	5.2%	-3.2%	-6.5	-1.6	-2.2%
OCC1(Cc2ccccc2)CCN(C2CCN(c3ccc(F)c(F)c3)CC2)CC1	0.9%	4.6	-3.4	-8.1	0.6%	-5.2%	-6.2	-10.9	-16.2%
CCCCOc1ccc(C(C)NC(=O)CCS(=O)(=O)Cc2ccc(C)cc2)cc1 (stereo not given)	0.2%	23.9	-0.6	-4.4	-0.8%	-4.0%	11.2	6.0	1.4%
Cc1ccc(NC(=O)CN2C(=O)C3C4C=CC(C4)C3C2=O)cc1S(=O)(=O)N(C)C (stereo not given)	-0.1%	0.5	-0.4	-4.4	-1.8%	-4.1%	1.5	10.4	-9.0%
CCCNCC(=O)Nc1sc2c(c1C(=O)Nc1c(C)n(C)n(-c3ccccc3)c1=O)CCCC2	nt	nt	nt	-19.0	2.9%	-3.3%	nt	nt	-8.1%
Cc1ccc(NC(=O)COC(=O)c2ccco2)cc1	-1.3%	2.0	4.3	-3.5	0.0%	-0.3%	-1.2	-20.7	2.1%
COc1cc([N+](=O)[O-])ccc1NC(=S)NNC(=O)c1ccc2c(c1)OCO2	1.3%	12.1	-4.7	-1.0	-7.3%	1.7%	-1.0	-1.4	-3.6%
O=C(COC(=O)c1cccc(Cl)c1)NCCN1C(=O)CSC1=O	0.1%	-0.2	-4.0	-4.5	-2.8%	-4.1%	0.9	2.0	8.0%
CCOC(=O)N1CCC(Nc2ncnc3c2cnn3-c2ccc(C)cc2C)CC1	1.0%	0.8	-3.9	-4.1	-0.5%	-4.7%	-4.7	-31.1*	4.7%
Cc1cccc(NC(=O)C2CCN(S(=O)(=O)c3ccc4c(c3)OCCO4)CC2)n1	-1.0%	12.0	-3.8	-12.3	0.6%	-3.0%	-9.3	1.8	0.4%
C/C=C/c1ccc(OCCCCN2CCC(C)CC2)c(OC)c1	-1.4%	5.6	-0.2	-16.2	2.1%	-4.1%	-25.2	-7.1	-0.4%
O=C(Cc1ccc(NS(=O)(=O)c2ccc(F)cc2)cc1)NCc1cccnc1	-0.6%	1.8	-10.5	-4.4	-15.2%	-6.1%	8.9	2.1	-1.0%
Cc1ccc(OC(C)C(=O)Nc2ccc(F)cc2)c([N+](=O)[O-])n1 (stereo not given)	0.6%	3.2	-0.9	-0.9	2.4%	-4.0%	-20.2	-9.9	-1.4%
CSc1nc2nc3c(cc2c(=O)n1-c1cccc(C)c1)COC(C)(C)C3	-0.2%	4.1	1.4	-1.1	-0.6%	-2.9%	9.2	2.0	5.0%
COc1ccccc1N(CC(=O)NCCSCc1ccc(C)cc1)S(=O)(=O)c1ccccc1	-0.3%	26.3	0.9	-5.7	5.0%	2.3%	13.7	-32.3*	-4.9%
O=C(COC(=O)c1ccccc1SCC(=O)NC1CCCCC1)NC1CCCCC1	26.0%	1.2	1.2	-8.6	-0.4%	-0.3%	-3.6	-19.2	1.0%
O=C(Nc1ccc(S(=O)(=O)N2CCCC2)cc1)C1CC(=O)N(c2ccc(F)cc2)C1 (stereo not given)	-0.3%	6.0	nt	-4.8	-0.5%	-3.8%	-1.5	-7.8	1.8%
C=CCn1cc(C(=O)NCCOC)c(=O)c2cc(S(=O)(=O)N(CC)CC)ccc21	1.1%	-3.2	4.7	-12.7	1.4%	-2.5%	0.9	23.0	-3.1%
Cc1ccc(NC(=O)C2CCN(S(=O)(=O)c3cccc4nonc34)CC2)cc1C	0.0%	8.9	-1.2	-8.4	-6.8%	-5.0%	0.4	-14.0	?

As entered above:
D1 antag, Cc1ccc(C(=O)NCCCc2ccccc2)c(C)c1 = -4.9
D2 potentiator, Cc1ccc(OC(C)C(=O)Nc2ccc(F)cc2)c([N+](=O)[O-])n1 (stereo not given) = -20.2
D1 potentiator, COC(=O)c1c(NC(=O)C2c3ccccc3Oc3ccccc32)sc(C)c1C = -3.1
Vif-A3F inh, CCCCOc1ccc(C(C)NC(=O)CCS(=O)(=O)Cc2ccc(C)cc2)cc1 (stereo not given) = 1.4%

The main list resumes with the two entries that preceded the break.
SMILES	RXFP1 ag	D1 ag	D1 potentiator	LDHA inh	Vif-APOBEC3G blk	GRP78 ERSR act	D2 potentiator	D1 antag	Vif-A3F inh
C=CCn1cc(C(=O)NCCOC)c(=O)c2cc(S(=O)(=O)N(CC)CC)ccc21	1.1%	-3.2	4.7	-12.7	1.4%	-2.5%	0.9	23.0	-3.1%
Cc1ccc(NC(=O)C2CCN(S(=O)(=O)c3cccc4nonc34)CC2)cc1C	0.0%	8.9	-1.2	-8.4	-6.8%	-5.0%	0.4	-14.0	?
CCOc1ccc(C(=O)NC(=S)Nc2ccc(N3CCC(C)CC3)cc2)cc1[N+](=O)[O-]	-1.6%	-2.5	-1.4	-1.8	0.5%	-3.0%	0.4	-6.3	-8.2%
O=S(=O)(N[C@H](CO)c1ccccc1)c1ccc(Br)cc1F	nt	nt	nt	-0.2	0.2%	-3.7%	nt	nt	7.3%
COc1ccc(CN(CC2CCCO2)C(=O)CN2C(=O)C(C)Oc3ccc(C)cc32)cc1OC (stereo not given)	0.2%	0.3	-2.1	-8.7	-2.4%	-3.3%	-22.5	-4.9	-5.1%
O=c1[nH]c(SCc2ccc(F)cc2)nc2c1cnn2-c1ccc(F)cc1	0.4%	4.2	0.8	-5.5	-1.2%	-2.8%	4.5	-10.0	-3.2%
O=C(NCc1ccccc1Cl)NC(=O)c1csc([N+](=O)[O-])c1	-3.1%	1.5	-3.9	-3.1	-0.8%	-5.4%	3.6	7.5	-4.0%
CCc1ccccc1OCCSc1nnc(-c2cc(OC)c(OC)c(OC)c2)o1	0.2%	6.8	-1.8	-5.3	-1.0%	-2.9%	-0.1	-5.9	0.0%
COc1ccc(Cl)cc1NC(=O)c1c(NCc2cccs2)sc2c1CCC(C)C2 (stereo not given)	0.0%	2.1	-3.2	4.9	-1.0%	-7.8%	-5.8	-1.7	-0.1%
Cc1c(Br)cc(C(=O)N2CCCC2)c(C)c1C	0.9%	0.5	4.0	3.8	-1.3%	-3.2%	-8.8	-6.0	-0.2%
CSc1ncccc1C(=O)OCC(=O)c1cc2ccccc2o1	1.1%	0.5	-4.6	5.4	-2.4%	-2.4%	-6.0	-1.4	-0.9%
Cc1c(Cl)cccc1NC(=O)CSc1nnc(CCNC(=O)OC(C)(C)C)o1	1.3%	3.2	-2.5	-2.5	-0.4%	-3.6%	-3.0	13.9	-1.4%
COC(=O)COc1ccc(C(=O)Cn2c(NCCCO)nc3ccccc32)cc1	nt	nt	nt	2.0	3.9%	-11.7%	nt	nt	-9.0%
N#Cc1c(NC(=O)COC(=O)c2ccc(F)cc2)sc2c1CCC2	-2.0%	1.1	3.4	-5.0	0.0%	-1.3%	-5.0	5.3	-2.3%
COC(=O)Cc1n[nH]c(=O)c2ccccc12	1.9%	-1.0	-3.8	-4.2	-3.6%	-3.5%	-8.8	8.1	-4.7%
O=C(/C=C/c1cn(CC(O)CN2CCc3ccccc32)c2ccccc12)c1ccc(Br)cc1 (stereo not given)	-1.0%	11.4	-3.3	3.1	-22.3%	-1.8%	0.3	-4.0	?
Cc1c(C(c2ccc([N+](=O)[O-])cc2)c2c(C)n(C)n(-c3ccccc3)c2=O)c(=O)n(-c2ccccc2)n1C	-0.2%	-0.1	-4.0	-6.5	-7.1%	3.3%	5.0	11.5	-16.3%
CCOc1ccc(NC(=O)C2CCCN2C(=O)NC2CCCCC2)cc1 (stereo not given)	3.5%	1.8	3.9	-4.5	4.9%	-2.1%	16.3	4.5	-7.7%
CCOC(=O)C1=C(c2ccccc2)O/C(=C(/C(=O)OC)C(F)(F)F)S1	?	6.7	-3.0	-1.7	-7.2%	-1.9%	0.3	-4.7	-4.1%
CCOC(=O)NN1C(=O)c2ccccc2NC1c1cccs1 (stereo not given)	0.8%	2.3	-1.0	-10.8	-0.6%	-0.3%	-1.3	-0.8	-29.2%
COc1cc(CC(=O)OCC(=O)Nc2sccc2C(N)=O)cc(OC)c1OC	-3.4%	11.0	-0.8	-5.3	-6.7%	-1.6%	-0.5	-27.1	-16.3%
Cn1c(=O)n(C)c2cc(/C=N/NC(N)=S)ccc21	1.1%	-0.9	-1.4	-9.6	-3.1%	2.0%	-3.9	-6.0	-6.5%
Cc1ccc(C(=O)N2CCC3(CC2)Oc2ccc(Cl)cc2C(=O)C32CC(c3ccc(Cl)cc3)=NO2)s1 (stereo not given)	0.1%	2.6	9.4	-5.1	2.1%	-3.7%	13.5	-4.2	-2.4%
CC(C)CN(C(=O)CSc1ccc2c(c1)OCCO2)c1c(N)n(CC(C)C)c(=O)[nH]c1=O	1.3%	1.4	-0.6	-19.5	-0.9%	-1.9%	-1.2	0.6	7.9%
CCN(C(=O)CSc1nc2ccccc2n1CCc1ccccc1)C1CCS(=O)(=O)C1 (stereo not given)	-0.9%	-0.2	25.4	0.6	-6.2%	2.5%	-4.3	-5.6	6.8%
